High-throughput results (PubChem BioAssay)
MrgX1 PAM = human MrgX1 positive allosteric modulation, primary screen; Q96LB2; MrgX1-HEK293, Fluo-4 calcium flux, FDSS; stronger effect = higher value; B-score at 10 µM; hit rate 0.63% among 310,000; AID 588675;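 active = plate-corrected calcium response at least 3 library SD above typical, normal starting fluorescence, not activating the receptor alone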;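 note: compound read alongside a low EC10 to EC30 dose of BAM8-22 agonist; peak minus trough fluorescence over baseline measured at the second addition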
TMEM16A act = mouse TMEM16A channel activation, primary screen. AID 623877. B-score at 10 µM. HEK293 TMEM16A/YFP-H148Q/I152L, iodide quench fluorescence; stronger effect = lower value. hit rate 0.3% among 340,000. Q8BHY3;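 active = fluorescence-ratio B-score plate-corrected deviation score at least 3 library SD below zero, with starting fluorescence score within 5 deviations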;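 note: channel opened by trigger with iodide after compound preincubation; score built on the fluorescence ratio of max minus min over baseline; more negative score means more quench and so TMEM16A activation or potentiation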
TRPC6 inh = blocks the mouse TRPC6 cation channel; Q61143; HEK293-TRPC6, membrane potential dye, ACh-evoked depolarization; stronger effect = lower value; B-score at 10 µM; hit rate 1.1% among 310,000; AID 2553;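 active = B-score under library mean minus 3 SD, initial fluorescence not abnormally high, positive integrated signal ratio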;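 note: B-score derived from integrated fluorescence ratio over the kinetic read; more negative B-score means stronger inhibition of depolarization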
Target sequence (Q61143 whole entry, looked up): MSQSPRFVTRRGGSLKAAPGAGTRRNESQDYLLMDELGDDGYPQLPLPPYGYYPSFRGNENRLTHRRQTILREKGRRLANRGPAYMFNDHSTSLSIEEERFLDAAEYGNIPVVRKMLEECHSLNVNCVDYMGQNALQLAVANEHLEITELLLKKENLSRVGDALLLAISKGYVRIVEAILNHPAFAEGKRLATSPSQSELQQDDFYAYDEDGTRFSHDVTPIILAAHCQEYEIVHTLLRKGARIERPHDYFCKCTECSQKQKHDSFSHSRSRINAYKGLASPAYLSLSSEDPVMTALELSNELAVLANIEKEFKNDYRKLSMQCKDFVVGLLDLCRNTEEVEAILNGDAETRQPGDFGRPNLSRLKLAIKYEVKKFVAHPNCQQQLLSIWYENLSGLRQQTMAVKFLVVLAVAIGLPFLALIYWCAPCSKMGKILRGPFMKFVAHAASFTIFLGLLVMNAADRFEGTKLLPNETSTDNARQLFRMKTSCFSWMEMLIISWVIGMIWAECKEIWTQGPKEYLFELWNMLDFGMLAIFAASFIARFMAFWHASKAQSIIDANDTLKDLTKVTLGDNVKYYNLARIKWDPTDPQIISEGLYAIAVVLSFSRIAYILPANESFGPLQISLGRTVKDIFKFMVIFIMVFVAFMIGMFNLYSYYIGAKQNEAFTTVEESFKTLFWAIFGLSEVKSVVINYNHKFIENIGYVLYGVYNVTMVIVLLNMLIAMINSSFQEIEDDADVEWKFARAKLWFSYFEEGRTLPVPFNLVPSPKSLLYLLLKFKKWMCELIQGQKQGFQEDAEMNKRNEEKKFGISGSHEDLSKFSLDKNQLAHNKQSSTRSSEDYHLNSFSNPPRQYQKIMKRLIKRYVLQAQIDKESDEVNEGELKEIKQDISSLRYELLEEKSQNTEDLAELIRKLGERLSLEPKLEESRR
MrgX1 antag = blocks BAM8-22 activation of human MrgX1 receptor; MRGX1-HEK293 calcium flux, Fluo-4, BAM8-22 antagonism; stronger effect = lower value; hit rate 1.3% among 310,000; AID 588676; B-score at 10 µM;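 active = calcium-response B-score plate-corrected more than 3 library SD below zero, starting fluorescence within 5 deviations, no agonist response on first addition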;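 note: peak minus trough fluorescence over baseline after final BAM8-22 challenge near maximal dose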
ANO1 block = inhibitors of mouse TMEM16A calcium-activated chloride channel | HEK293 TMEM16A/YFP iodide influx fluorescence, ionomycin | normalized B-score (activity score, 25-100; higher = stronger inhibition) at 10 µM | hit rate 1.2% among 310,000 | AID 588511;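 active = ratio plate-corrected score three or more library SD toward inhibition, starting fluorescence score within five deviations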;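 note: score derived from kinetic fluorescence span divided by baseline fluorescence per well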
MrgX1 agonist = agonists of human MrgX1 receptor. Q96LB2. MrgX1-HEK293 cells, Fluo-4 calcium fluorescence, agonist mode; stronger effect = higher value. B-score at 10 µM. hit rate 0.44% among 310,000;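 active = calcium response B-score plate-corrected fluorescence ratio at least 3 library SD, with starting fluorescence B-score inside 5 SD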
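Material – MrgX1-expressing HEK293 cells · Input – 15,000 cells seeded per well · Dosing – compound as first of three additions · Times – overnight seeding, then 1 h dark dye loading · Measured by – kinetic Fluo-4 NW fluorescence of intracellular calcium · Read-out – B-scored fluorescence response ratio · Benchmarks – positive and negative control wells on each plate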
TRPC4 PAM = allosterically enhances the mouse TRPC4 cation channel | Q9QUQ5 | HEK293 TRPC4beta/mu-opioid, DAMGO EC20, Fluo-4 Ca2+ flux; stronger effect = higher value | hit rate 0.42% among 310,000 | AID 2227 | B-score at 10 µM;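 active = B-score of calcium response area above 5 SD of library B-scores, with initial fluorescence ratio within 5 SD of library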;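 note: B-score of integrated fluorescence ratio over time as area under calcium response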
TRPC4 inh = TRPC4 (mouse) channel inhibition; Q9QUQ5; HEK293 TRPC4beta/mu-opioid, DAMGO-evoked Fluo4 calcium flux; stronger effect = lower value; B-score at 10 µM; hit rate 0.39% among 300,000; AID 2247;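 active = B-score over 3 SD under the library average, no early fluorescence shift, positive overall ratio signal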
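test system = HEK293 cells with stable TRPC4beta plus mu-opioid receptor expression | detection = Fluo4 Ca2+ flux fluorescence | read-out = integrated fluorescence ratio relative to baseline, converted to per-well B score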
SKKanGAS inh = blocks kanamycin growth of S. pyogenes SKKanGAS strain; BacTiter-Glo, 6 h; hit rate 1.3% among 300,000; inhibition, % at 7.5 µM;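 active = mean replicate score, as percent of positive control median, at least 50; inconclusive = mean below 50 but one replicate at or above 50; inactive = mean and every replicate below 50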;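 note: strain carries kanamycin resistance gene driven by streptokinase promoter and grows in 40 µg/ml kanamycin; loss of luminescence reflects streptokinase promoter inhibition or plain growth inhibition; 0% = median of DMSO wells and 100% = positive control at its reference dose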
TRPC6 act = activates the mouse TRPC6 cation channel; Q61143; HEK293-TRPC6 membrane potential dye fluorescence; stronger effect = higher value; B-score at 10 µM; hit rate 0.13% among 310,000; AID 2550;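 active = B-score of the integrated fluorescence ratio above library mean plus 3 SD, and starting fluorescence ratio within library mean plus 5 SD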;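 note: higher score means more depolarization so channel activation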
TRPC4 act = TRPC4 (mouse) channel activation; Q9QUQ5; HEK293 TRPC4beta/mu-opioid, Fluo4 calcium fluorescence; stronger effect = higher value; B-score at 10 µM; hit rate 0.49% among 310,000; AID 2237;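 active = B-score above 5 SD of library B-scores, and initial fluorescence ratio not above library mean plus 5 SD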;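 note: positive B-score marks a calcium rise read as TRPC4 activation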
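Material: HEK293 stable line with TRPC4beta plus mu-opioid receptor; technique: Fluo4 calcium-sensitive dye fluorescence, kinetic, 1 Hz baseline; timing: Fluo4 dye loading 45 min at room temperature, 110 s recording; controls: assay buffer as low control, maximal DAMGO as high control; read-out: integrated baseline-normalised fluorescence ratio, converted to per-well B score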
* marks the source's active call; other numbers are inactive results; i = inactive; u = inconclusive; x = not tested or not shown.

Order of results: MrgX1 PAM, TMEM16A act, TRPC6 inh, MrgX1 antag, ANO1 block, MrgX1 agonist, TRPC4 PAM, TRPC4 inh, SKKanGAS inh, TRPC6 act, TRPC4 act
COC(=O)C1=C(CSc2nnnn2C)NC(=O)NC1c1cc(C)ccc1C (stereo unspecified)
    i, i, i, i, i, i, i, i, -1.6, i, i
CNC(=S)N1CCn2cccc2C1c1ccc(F)cc1 (stereo unspecified)
    i, i, i, i, i, i, i, i, -2.3, i, i
Cc1noc2ncnc(Sc3ccc(Cl)cc3)c12
    i, i, i, i, i, i, i, i, -1.8, i, i
COc1cc(C(=O)Nc2c(C)cc(C)cc2C)c(Br)c(OC)c1OC
    i, i, i, i, i, i, i, i, -1.9, i, i
Cc1ccc2[nH]c(CN3CCN(C)C(CCO)C3)c(C)c2c1 (stereo unspecified)
    i, i, i, i, i, i, i, i, 4.3, i, i
COc1cccc(/C=N/NC(=O)c2c(C)nc3ccc(Br)cn23)c1O
    i, i, i, i, i, i, i, i, 66.5*, i, i
CC1CCC(NC(=O)C2CCN(c3c4c(nc5ncnn35)CCC4)CC2)CC1 (stereo unspecified)
    i, i, i, i, i, i, i, i, 4.8, i, i
COC(=O)c1ccc(/C=N/OCC(=O)NCc2ccc(F)cc2)cc1
    i, i, i, -5.36*, i, i, i, i, -9.8, i, i
CCOc1cccc(OCCCOc2ccccc2)c1
    i, i, i, i, i, i, i, i, 14.8, i, i
Fc1ccc2c(c1)C1C=CCC1C(c1cc3c(cc1Br)OCO3)N2 (stereo unspecified)
    i, i, i, i, i, i, i, i, 73.1*, i, i
Cc1ccc(NC(=O)C23CCC(C)(C(=O)[C@H]2Br)C3(C)C)cc1 (stereo partly specified)
    i, i, i, i, i, i, i, i, 1.7, i, i
CCn1nc(C(=O)NC2=NCCS2)c2ccccc2c1=O
    i, i, x, i, i, i, x, x, x, x, x
O=c1c(Cl)c(N2CCN(S(=O)(=O)c3ccccc3)CC2)cnn1-c1ccccc1
    i, i, i, i, i, i, i, i, 0.1, i, i
Cc1cc(C)c(S(=O)(=O)N(C)CC(=O)NCc2cccnc2)c(C)c1
    i, i, i, i, i, i, i, i, -10.0, i, i
Cc1ccc(CC(=O)NCCC(=O)O)cc1
    i, i, i, i, i, i, i, i, 2.9, i, i
COC(=O)c1ccc(S(=O)(=O)NCc2ccco2)n1C
    i, i, i, i, i, i, i, i, -3.2, i, i
Cc1ccn(CCC(=O)N2CCc3ccccc32)n1
    i, i, i, i, i, i, i, i, -1.7, i, i
CC1Cc2cc(/C(O)=C3/C(=O)C(=O)N(CCCn4ccnc4)C3c3ccc(F)cc3)ccc2O1 (stereo unspecified)
    i, i, i, i, i, i, i, i, 4.2, i, i
O=C(NC(=S)Nc1ccccc1F)c1ccc(Br)o1
    i, i, i, i, i, i, i, i, 5.9, i, i
CN1CC=C2C(C#N)=C(N)C(C#N)(C#N)C(c3ccsc3)C2C1 (stereo unspecified)
    i, i, i, i, i, i, i, i, 2.9, i, i
O=C(NCCN1CCOCC1)c1ccc(Cl)c(S(=O)(=O)N2CCOCC2)c1
    i, i, i, i, i, i, i, i, 2.3, i, i
O=C(O)C1=C(C(=O)Nc2cc(C(F)(F)F)ccc2Cl)CCCC1
    i, i, i, i, i, i, i, i, -0.2, i, i
Cc1nnc2c(NCC(C)c3ccccc3)nc3ccccc3n12 (stereo unspecified)
    i, i, i, i, i, i, i, i, -2.0, i, i
COCCCN(CCNC(=O)c1ccc(NC2=NC3CS(=O)(=O)CC3S2)cc1)Cc1ccco1 (stereo unspecified)
    i, i, i, i, i, i, i, i, 2.6, i, i
COc1cc(OC)c2c(-c3ccccc3)cc(=O)oc2c1C(CC(=O)N1CCOCC1)c1ccc(N(C)C)cc1 (stereo unspecified)
    i, i, i, i, i, i, i, i, 9.0, i, i
COc1ccc(C(=O)N2CCN(C(=O)C3COc4ccccc4O3)CC2)cc1OC (stereo unspecified)
    i, i, i, i, i, i, i, i, 2.2, i, i
C=CCC1Cc2c(Br)cccc2C(CC=C)N1 (stereo unspecified)
    i, i, i, i, i, i, i, i, 8.8, i, i
Cc1nnc(Sc2cc(C(=O)NCCCN(C)Cc3ccccc3)c3ccccc3n2)s1
    i, i, i, i, i, i, i, i, -7.3, i, i
O=C(O)c1ccc(N/N=C/C=C/c2ccccc2[N+](=O)[O-])cc1
    i, i, i, i, i, i, i, i, 16.5, i, i
COc1ccccc1NC(=O)Nc1ccc(Br)cn1
    i, i, i, i, i, i, i, i, -7.5, i, i
Cc1ccc(NC(=O)c2ccccc2N(C)S(=O)(=O)c2ccccc2)c(C)c1
    i, i, i, i, i, i, i, i, 3.2, i, i
O=C(CN1CCc2ccccc2C1)NCC(=O)Nc1ccc(F)cc1
    i, i, i, i, i, i, i, i, -3.7, i, i
Cc1[nH]c2ccccc2c1/C=N/NC(=O)c1cc(C(C)(C)C)[nH]n1
    i, i, i, i, i, i, i, i, -1.3, i, i
Cc1cc2[nH]c(=O)c(=O)[nH]c2cc1S(=O)(=O)N1CCN(c2cccc(Cl)c2)CC1
    i, i, i, i, i, i, i, i, -5.0, i, i
Cc1cccc(/C=N/NC(=O)c2ccc3c(c2)OCCO3)c1O
    i, i, i, i, i, i, i, i, 90.8*, i, i
CCC(C)Cn1c(C)nc2ccccc21 (stereo unspecified)
    i, i, i, i, i, i, i, i, 3.0, i, i
O=C(NCCS(=O)(=O)NC1CCCC1)c1ccccc1
    i, i, i, i, i, i, i, i, -5.2, i, i
Cc1ccc(SCC(=O)c2ccc(CC(=O)O)s2)cc1
    i, i, i, i, i, i, i, i, 2.1, i, i
CC(C)CC(O)C1CCN(C(=O)CCc2nnc(-c3ccc4c(c3)OCO4)o2)CC1 (stereo unspecified)
    i, i, i, i, i, i, i, i, 3.9, i, i
COc1cccc(-c2nnc3n2N=C(c2cccc(Br)c2)CS3)c1
    i, i, i, i, i, i, i, i, 4.6, i, i
O=C(NCc1cccnc1)C1CC(=O)N(CCc2ccccc2)C1 (stereo unspecified)
    i, i, i, i, i, i, i, i, 0.1, i, i
O=[N+]([O-])c1ccc2oc(-c3ccccc3)nc2c1
    i, i, i, i, i, i, i, i, -1.6, i, i
O=C(N/N=C/c1ccc[nH]1)c1ccccc1[N+](=O)[O-]
    i, i, i, i, i, i, i, i, 5.5, i, i
COc1ccccc1OCc1csc(N)n1
    i, i, i, i, i, i, i, i, 8.5, i, i
O=[N+]([O-])c1ccc(OCc2cccc(COc3ccc([N+](=O)[O-])cc3)n2)cc1
    i, i, i, i, i, i, i, i, -8.2, i, i
CC1=C(C)CC(C(=O)NNC(=O)c2cccc(Cl)c2)C(C(=O)O)C1 (stereo unspecified)
    i, i, i, i, i, i, i, i, -1.2, i, i
COc1ccc2cnnc(SCC(=O)Nc3ccc(C(C)=O)cc3)c2c1OC
    i, i, i, i, i, i, i, i, -1.4, i, i
Cc1nc(Cl)c(C(=O)NC(C)(C)C)c(C)c1Cl
    i, i, i, -9.37*, i, i, i, i, 5.3, i, i
COc1cc(NC(=O)c2ccnc(N)c2)cc(C(=O)Nc2cccc(C(F)(F)F)c2)c1
    i, i, i, i, i, i, i, i, 4.9, i, i
C[C@@]12CC[C@H]3OC(=O)C=C3C1CC[C@@]13CC(CCC12)[C@](CO)(O[C@H]1O[C@H](CO)[C@@H](O)[C@H](O)[C@H]1O)C3 (stereo partly specified)
    i, i, i, i, i, i, i, i, 1.1, i, i
Cc1ccc(-c2nnn(CC(=O)N(c3ccccc3F)C(C(=O)NCC3CCCO3)c3c[nH]c4ccccc34)n2)cc1 (stereo unspecified)
    i, i, i, i, i, i, i, i, -1.9, i, i
Cc1ccnc(SCC(=O)c2ccc(Br)s2)n1
    i, i, i, i, i, i, i, i, -6.4, i, i
Cc1cc(C)nc(SCc2ccc(C(=O)N/N=C/c3ccccc3C(=O)O)cc2)n1
    i, i, i, i, i, i, i, i, -2.9, i, i
Cc1ccccc1Cn1c(-c2ccc(=O)[nH]c2)nc2ccccc21
    i, i, i, i, i, i, i, i, -1.7, i, i
CC(C)(C)OC(=O)N1CCN(c2ccc([N+](=O)[O-])cc2)CC1
    i, i, i, i, i, i, i, i, 5.0, i, i
Cc1cccc(OCCCC(=O)O)c1
    i, i, i, i, i, i, i, i, -3.5, i, i
N#Cc1cccc(NC(=O)CSc2ccc3c4c(cccc24)C(=O)c2ccccc2-3)c1
    i, i, i, i, i, i, i, i, 0.3, i, i
CC(C)(C)OC(=O)NCCc1nnc(SCc2ccc(Cl)cc2Cl)o1
    i, i, i, i, i, i, i, i, 4.1, i, i
CCCN(CCC)Cc1c(C(=O)N/N=C/c2c[nH]c3ccccc23)nnn1-c1nonc1N
    i, i, i, i, i, i, i, i, 10.3, i, i
Cc1c(Cl)cc(-n2cnnn2)cc1[N+](=O)[O-]
    i, i, i, i, i, i, i, i, -3.1, i, i

(listing goes on)
Order of results: MrgX1 PAM, TMEM16A act, TRPC6 inh, MrgX1 antag, ANO1 block, MrgX1 agonist, TRPC4 PAM, TRPC4 inh, SKKanGAS inh, TRPC6 act, TRPC4 act
C(=N\Nc1nc2ccccc2s1)/c1ccco1
    i, i, i, i, i, i, i, i, -18.3, i, i
O=C(CSc1nccc(-c2cccs2)n1)Nc1cccc(Cl)c1Cl
    i, i, i, i, i, i, i, i, u, i, i
Cc1ccc(S(=O)(=O)Nc2ccc(C(=O)N3CCN(c4ccccc4O)CC3)cc2)cc1[N+](=O)[O-]
    i, i, i, i, i, i, i, i, 25.6, i, i
O=C(NCc1cccs1)C1CCN(c2ccc(S(=O)(=O)N3CCOCC3)cc2Cl)CC1
    i, i, i, i, i, i, i, i, 5.1, i, i
O=S(=O)(c1cccc(F)c1)N1CCc2sccc2C1c1ccc(OC(F)(F)F)cc1 (stereo unspecified)
    i, i, i, i, i, i, i, i, 7.0, i, i
